Source: PubChem BioAssay (National Center for Advancing Translational Sciences (NCATS))
EPAC2 antagonist: qHTS for Antagonist of cAMP-regulated guanine nucleotide exchange factor 2 (EPAC2): primary screen | Rap guanine nucleotide exchange factor 4 (Homo sapiens), Q8WZA2 | EPAC2 GEF exchange of Rap1B-BODIPY-GDP, fluorescence | Potency, µM (highest dose often 114 µM), for inactives: at the top dose activity, negative = inhibition, hits mostly inhibitors | 360,000 compounds, 0.18% hits | AID 720708, 2013; further: on the % scale 0 is the no-effect control and ±100 the full control effect; nearly all actives have a fitted effect of over 45% in size; many of its hits are not listed in these tables
Target sequence (Q8WZA2 whole entry, looked up): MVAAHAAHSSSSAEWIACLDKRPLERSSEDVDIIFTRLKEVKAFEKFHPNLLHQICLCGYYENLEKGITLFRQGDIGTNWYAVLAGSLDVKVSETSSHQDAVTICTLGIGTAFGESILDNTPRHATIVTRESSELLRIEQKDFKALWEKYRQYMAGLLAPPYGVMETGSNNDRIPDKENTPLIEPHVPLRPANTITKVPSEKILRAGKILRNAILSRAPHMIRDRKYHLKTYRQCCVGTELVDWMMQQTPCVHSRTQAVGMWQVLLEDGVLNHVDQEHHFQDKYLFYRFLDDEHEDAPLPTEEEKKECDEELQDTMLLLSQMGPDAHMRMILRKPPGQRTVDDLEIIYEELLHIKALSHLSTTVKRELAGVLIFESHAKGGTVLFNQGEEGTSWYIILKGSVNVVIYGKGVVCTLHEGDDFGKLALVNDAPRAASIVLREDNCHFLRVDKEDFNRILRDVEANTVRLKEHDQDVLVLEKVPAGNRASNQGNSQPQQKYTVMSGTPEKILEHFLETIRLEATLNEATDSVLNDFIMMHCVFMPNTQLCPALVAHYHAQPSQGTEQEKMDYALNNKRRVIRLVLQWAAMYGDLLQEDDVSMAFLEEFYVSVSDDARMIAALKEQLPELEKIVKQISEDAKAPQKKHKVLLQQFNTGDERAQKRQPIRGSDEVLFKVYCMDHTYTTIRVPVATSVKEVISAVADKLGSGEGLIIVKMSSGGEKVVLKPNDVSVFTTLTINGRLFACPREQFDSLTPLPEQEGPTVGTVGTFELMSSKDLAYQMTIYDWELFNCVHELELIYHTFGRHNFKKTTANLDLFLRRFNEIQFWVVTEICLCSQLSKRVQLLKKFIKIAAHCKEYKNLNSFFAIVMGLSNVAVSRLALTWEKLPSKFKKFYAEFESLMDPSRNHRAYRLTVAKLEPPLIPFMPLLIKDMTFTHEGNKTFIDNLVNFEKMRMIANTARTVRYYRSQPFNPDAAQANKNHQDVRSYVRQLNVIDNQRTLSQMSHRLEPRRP
Nrf2 ARE act: qHTS of Nrf2 Activators; AREc32 ARE-luciferase reporter (MCF7-derived line), luminescence, 24 h; Potency, µM (titrated, usually from 46.1 µM), inactives show at the top dose activation, usual class: activators; 410,000 compounds, 0.31% hits; further: % of control where 0% means no effect; nearly all actives have a fitted effect of over 65% in size
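Nrf2 activation is followed as ARE-luciferase induction in the AREc32 line after one day of compound treatment; luminescence is read with Steady-Glo.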
Nrf2 block: Nrf2 qHTS screen for inhibitors; A549 ARE-Fluc reporter, luciferase luminescence, 18-24 h; Potency, µM (highest dose often 46 µM), for inactives: at the top dose activity change, negative = inhibition, hits mostly inhibitors; 360,000 compounds, 2.1% hits; AID 504444, 2011; further: on the % scale 0 is the no-effect control and ±100 the full control effect; nearly all actives have a fitted effect of over 60% in size
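In this cell-based qHTS, ARE-driven firefly luciferase in A549 cells reports Nrf2 activity; the luminescent signal after BugLite lysis is the measured value, with a prior CellTiter-Fluor read for cell health.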
A549 viability: Nrf2 qHTS screen for inhibitors: counterscreen for cytotoxicity. A549 ARE-Fluc cells, CellTiter-Fluor viability, 18-24 h. Potency, µM (titrated, usually from 46 µM), without a hit: top-dose activity change, negative = cytotoxicity, usual class: inhibitors. 390,000 compounds, 0.16% hits. AID 504648, 2011; further: on the % scale 0 is the no-effect control and ±100 the full control effect
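A549 ARE-Fluc cells in 5% FBS OPTI-MEM, 5000 cells/well, rested 2 h then exposed to compounds in concentration-response for 18-24 h at 37 °C. Viability by CellTiter-Fluor fluorescence (Ex 405/Em 525) after 30 min; luciferase luminescence (BugLite, 15 min, RT) read afterwards.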
S2 tox: Viability Counterscreen for Primary qHTS for Inhibitors of ATXN expression. 400,000 compounds, 0.49% hits. Potency, µM (titrated, usually from 56.7 µM), usual class: cytotoxic. AID 651635, 2014. S2 cells (HEK-293 line with an ATXN2-luciferase reporter) viability, CellTiter-Fluor protease fluorescence, 24 h; further: nearly all actives have a fitted effect of over 40% in size
TGFb SMAD3 inh: qHTS for Inhibitors of TGF-b | 410,000 compounds, 1.2% hits | HepG2 CAGA-GFP TGF-b/SMAD3 reporter, GFP fluorescence, 18 h; TGF-beta stimulated, 500 pg/mL final | AID 588855, 2011 | Potency, µM (titrated, usually from 46.1 µM), for the others: at the top dose activity, negative = inhibition, most hits filed as inhibitors; further: on the % scale 0 is the no-effect control and ±100 the full control effect; nearly all actives have a fitted effect of over 65% in size
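First, reporter cells (HEPG2 CAGA-GFP) rested 2 h at 37 degrees C. Next, compounds were pinned in and TGF-beta added to 500 pg/mL final. After 18 h, GFP was imaged per cell and summed per well.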
ATXN2 expr inh: Primary qHTS for Inhibitors of ATXN expression. AID 1745845, 2022. HEK-293 ATXN2-luciferase reporter, luminescence, 24 h. 360,000 compounds, 0.72% hits. Potency, µM (doses to about 57 µM), for inactives: at the top dose activity change, negative = inhibition, most hits filed as inhibitors; further: on the % scale 0 is the no-effect control and ±100 the full control effect; nearly all actives have a fitted effect of over 55% in size
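ATXN2-luciferase reporter cells (luciferase flanked by upstream and downstream ATXN2 gene portions) were treated 24 h at 37 °C with compounds at up to 57 uM. SteadyGlo luminescence gave expression; GF-AFC fluorescence gave viability.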
HepG2 tox: qHTS for Inhibitors of TGF-b: Cytotox Counterscreen; 410,000 compounds, 0.76% hits; Potency, µM (titrated, usually from 46.1 µM), for inactives: top-dose activity change, negative = cytotoxicity, most hits filed as cytotoxic; HepG2 CAGA-GFP viability, ATP luminescence, 18 h; further: some results filed as inactive show a strong effect at the top dose
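HepG2 CAGA-GFP cells (1000/well, DMEM with 1% FBS) received compound, then TGF-beta at 500 pg/mL final, and were incubated 18 hours at 37 degrees C. Viability was read by CellTiter-Glo luminescence. Media-only wells were set as complete cell-killing and DMSO as no toxicity.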
MCF10A rerep: A quantitative high throughput screen for small molecules that induce DNA re-replication in MCF 10a normal breast cells. MCF 10A DNA re-replication, Hoechst nuclear intensity, 48 h. Potency, µM (top dose mostly 46.1 µM), without a hit: at the highest dose activity, positive = re-replication, most hits filed as activators. 350,000 compounds, 2.9% hits. AID 624296, 2012; further: % of control where 0% means no effect; nearly all actives have a fitted effect of over 50% in size
* = called active by the depositor; i = inactive; u = inconclusive; x = not tested or not shown; & = joins results of further samples; [ ] = dose if it differs, or a comment. The call rests on the fitted dose curve; in most records, active means well fitted curve in the direction sought with a large enough effect; inconclusive means small, poorly fitted or top-dose-only effect, or another doubt; inactive means no such curve, though single readings can be large; an effect the other way counts as inactive or inconclusive. Potency means the concentration at half of the fitted maximal effect.

| molecule | EPAC2 antagonist | Nrf2 ARE act | Nrf2 block | A549 viability | S2 tox | TGFb SMAD3 inh | ATXN2 expr inh | HepG2 tox | MCF10A rerep |
| --- | --- | --- | --- | --- | --- | --- | --- | --- | --- |
| Cc1nn(CC(=O)Nc2ccc(S(=O)(=O)N(C)C)cc2)c(C)c1[N+](=O)[O-] | -2% | -0.7% | -1% | 0% | i | 6% | 2% | 11% | -18% |
| Cc1c(Cl)cccc1Nc1nn2c(=O)c3ccc(C(=O)N(C)Cc4ccccc4)cc3nc2s1 | x | -1.0% | 11% | 7% | x | -2% | x | -3% | x |
| Cc1ccc2c(c1)N(CC(=O)NCCc1ccc(Cl)cc1)C(=O)c1cccnc1O2 | 9% | -0.8%&2.4% | u | 6%&4% | i | 16%&0% | -10% | -6%&-27% | 1% |
| C=CCNC(=O)CSc1nnc(-c2cccc(S(=O)(=O)N3CCOCC3)c2)o1 | -20% | -2.3% | x | x | i | 11% | x | 17% | x |
| CCCCCC(=O)Nc1cc(S(=O)(=O)N2CCCCC2)ccc1N1CCCCC1 | 0% | 3.7% | u | -14% | i | -18% | -13% | -1% | u |
| Cc1sc2c(c1C)CN(C(C)(C)C)CN2C(=O)c1ccccc1 | 1% | 11µM* | u | -1% | i | -6% | 27% | -20% | 2% |
| O=C(COC(=O)CC1CC2CCC1C2)Nc1cccc(S(=O)(=O)NC2=NCCCCC2)c1 (stereo not drawn) | 0% | 0.2% | 11% | 5% | i | 1% | 4% | 16% | 0% |
| CCCc1nc2c3ccccc3ccn2c1Cc1cccc(Cl)c1 | -23% | 18% | x | x | 35µM* | -73% | 2% | -38% | x |
| CC(C)CNc1ncnc2c1cnn2Cc1ccccc1Cl | -6% | -2.4% | -3% | 10% | i | -12% | -2% | -11% | 5% |
| COc1cc(C=O)cc(Br)c1OCC(N)=O | 8% | -0.1% | -14% | -2% | i | 10% | 21% | -5% | -1% |
| COc1ccc(/C=N/NC(=O)c2cnccn2)c(OC)c1OC | 3% | 0.0% | 12% | 16% | i | -17% | x | -79% | -1% |
| COCc1[nH]nc2c1C(c1ccccc1F)C(C#N)=C(N)O2 (stereo not drawn) | -7% | 0.1% | -1% | 1% | i | -16% | -3% | -15% | 7% |
| O=C(NN=C1CCCCCCCCCCC1)c1ccccc1F | -2% | 3.8% | 7% | -6% | i | 0% | 5% | -18% | u |
| CCCCn1cnc2c(SCc3ccccn3)nc(N)nc21 | 2% | -0.1% | -2% | 3% | i | 31%[activator] | 4% | 4% | -1% |
| COc1ccc(NC(=O)CSc2nccn2Cc2ccc3c(c2)OCO3)cc1 | x | -0.1% | x | 2% | i | -25% | 4% | -44% | x |
| COc1ccccc1C(=O)NC(CCSC)C(=O)OCC(=O)NC(=O)NCc1ccco1 (stereo not drawn) | 3% | 4.7% | u | 0% | i | -2% | -5% | 10% | 0% |
| Cc1ncc(CO)c(/C=N/NC(=O)c2cc3c(s2)CCCC3)c1O | 1% | -0.8% | 23µM* | -8% | i | 7% | x | -2% | u |
| O=C(CN(Cc1cccs1)S(=O)(=O)c1ccc(S(=O)(=O)N2CCCCC2)cc1)Nc1ccccc1 | -3% | 0.0% | 4% | 8% | i | -25% | -18% | -3% | -4% |
| CCOc1ccc(OCCC(=O)OCC(=O)Nc2ccc(Cl)cn2)cc1 | 5% | 0.4% | 16% | -12% | i | -7% | 2% | 22% | 3% |
| CN(C)S(=O)(=O)c1cccc(COc2cccnc2[N+](=O)[O-])c1 | -4% | -0.9% | -6% | 0% | i | -22% | -18% | -3% | 1% |
| Cc1c(C)c2ccc(OCC(=O)N(C)C3CCS(=O)(=O)C3)c(C)c2oc1=O (stereo not drawn) | 3% | 0.1% | -16% | 5% | i | 3% | -19% | 8% | -6% |
| Cc1ccsc1C1C(C#N)=C(N)OC2=C1C(=O)CC(C)C2 (stereo not drawn) | -5% | 3.9% | 3% | 14% | i | 18% | -7%[11.3 µM] | -7% | 13% |
| O=C(CCC1CCCN(C(=O)c2ccncc2)C1)NCc1ccc(F)c(F)c1 (stereo not drawn) | 11% | 0.2% | u | 4% | i | -24% | 1% | -83% | u |
| CC(=O)N/C(=C\c1ccccc1)C(=O)OCc1cccc(S(=O)(=O)N(C)C)c1 | 7% | 2.5% | 23µM* | -4% | i | 0% | -18% | -1% | 0% |

Not a retest: entries from further up.
| molecule | EPAC2 antagonist | Nrf2 ARE act | Nrf2 block | A549 viability | S2 tox | TGFb SMAD3 inh | ATXN2 expr inh | HepG2 tox | MCF10A rerep |
| --- | --- | --- | --- | --- | --- | --- | --- | --- | --- |
| O=C(CN(Cc1cccs1)S(=O)(=O)c1ccc(S(=O)(=O)N2CCCCC2)cc1)Nc1ccccc1 | -3% | 0.0% | 4% | 8% | i | -25% | -18% | -3% | -4% |
| CCOc1ccc(OCCC(=O)OCC(=O)Nc2ccc(Cl)cn2)cc1 | 5% | 0.4% | 16% | -12% | i | -7% | 2% | 22% | 3% |
| CN(C)S(=O)(=O)c1cccc(COc2cccnc2[N+](=O)[O-])c1 | -4% | -0.9% | -6% | 0% | i | -22% | -18% | -3% | 1% |
| Cc1c(C)c2ccc(OCC(=O)N(C)C3CCS(=O)(=O)C3)c(C)c2oc1=O (stereo not drawn) | 3% | 0.1% | -16% | 5% | i | 3% | -19% | 8% | -6% |
| Cc1ccsc1C1C(C#N)=C(N)OC2=C1C(=O)CC(C)C2 (stereo not drawn) | -5% | 3.9% | 3% | 14% | i | 18% | -7%[11.3 µM] | -7% | 13% |
| O=C(CCC1CCCN(C(=O)c2ccncc2)C1)NCc1ccc(F)c(F)c1 (stereo not drawn) | 11% | 0.2% | u | 4% | i | -24% | 1% | -83% | u |
| CC(=O)N/C(=C\c1ccccc1)C(=O)OCc1cccc(S(=O)(=O)N(C)C)c1 | 7% | 2.5% | 23µM* | -4% | i | 0% | -18% | -1% | 0% |

An excerpt. The share of hits here may be higher or lower than overall.
